Menin-MLL TR inh – menin-MLL binding inhibition, Texas Red mutant peptide | O00255 | Menin + Texas Red MLL mutant peptide, fluorescence polarization | Potency, µM (top dose mostly 61.6 µM), without a hit: top-dose FP activity change, negative = inhibition, hits mostly inhibitors | actives 0.23% (n = 270,000) | AID 1768; active = well fitted inhibition curve with a large enough effect in the polarisation, with a control signal flat, not every such curve was filed as active; inconclusive = small, poorly fitted or top-dose-only effect, or effect the other way, or a change in a side signal; inactive = no such curve, though single readings can be large or run the other way; the % refers to the polarisation; also: potency is read from the fitted curve at half-maximal effect; % of control where 0% means no effect; many of its hits are not listed in these tables
Target sequence (O00255 whole entry, looked up): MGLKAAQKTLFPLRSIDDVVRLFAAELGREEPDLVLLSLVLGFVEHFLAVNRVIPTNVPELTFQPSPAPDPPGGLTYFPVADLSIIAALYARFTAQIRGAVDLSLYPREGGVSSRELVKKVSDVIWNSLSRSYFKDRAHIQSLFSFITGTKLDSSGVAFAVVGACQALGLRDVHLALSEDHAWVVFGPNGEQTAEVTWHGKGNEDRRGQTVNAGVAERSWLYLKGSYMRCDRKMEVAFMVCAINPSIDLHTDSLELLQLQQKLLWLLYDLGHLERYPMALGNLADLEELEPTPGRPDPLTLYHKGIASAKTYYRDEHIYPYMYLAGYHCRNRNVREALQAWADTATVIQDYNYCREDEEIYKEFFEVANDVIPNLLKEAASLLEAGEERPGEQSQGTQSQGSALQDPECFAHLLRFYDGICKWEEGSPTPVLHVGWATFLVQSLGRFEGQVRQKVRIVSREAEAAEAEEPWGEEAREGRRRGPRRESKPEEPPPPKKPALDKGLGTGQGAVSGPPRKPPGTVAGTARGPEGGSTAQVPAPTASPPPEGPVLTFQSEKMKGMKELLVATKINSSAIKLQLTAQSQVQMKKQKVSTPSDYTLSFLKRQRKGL
Rab9 promoter act – Rab9 promoter activation | Huh7 Rab9 promoter-luciferase reporter, luminescence, 24 h | Potency, µM (series often up to 9.22 µM), for the others: top-dose activation, negative = inhibition, actives largely listed as activators | actives 2.8% (n = 320,000) | AID 485297; also: potency is read from the fitted curve at half-maximal effect; % of control where 0% means no effect; nearly all actives have a fitted effect of over 60% in size
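Quantitative HTS format; Huh7 Rab9-luciferase reporter cells (1500/well) receive compound 2 h post-plating, incubate 24 h at 37 °C, then get luciferase reagent for 10 min before luminescence reading.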
FLuc modulator – counter-screen for miR-21 project: firefly luciferase inhibitors or activators; actives 6.9% (n = 360,000); P08659; purified FLuc, Km substrates, luminescence inhibition; Potency, µM (series often up to 57.5 µM), inactives show at the highest dose activity change, negative = inhibition, most hits filed as inhibitors;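 also: potency is read from the fitted curve at half-maximal effect; plate controls were vehicle for no effect and reference inhibitor for full effect; nearly all actives have a fitted effect of over 55% in size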
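Purified P. pyralis luciferase (10nM final) with 10uM D-luciferin and 10uM ATP (Km levels) in 50mM Tris acetate pH 7.5, 10mM Mg acetate, 0.01% Tween-20, 0.05% BSA; qHTS 6-point titration, ~60 µM downward; luminescence read.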
BRCA1 expr up – activators of BRCA1 expression; Potency, µM (titrated, usually from 46.1 µM), inactives show at the top dose activation, actives largely listed as activators; AID 624202; actives 1.1% (n = 380,000); MCF7-BRCA1-FFLuc reporter, luminescence, 48 h; response scale: scaled: vehicle 0%, 10 µM genistein 100%; also: potency is read from the fitted curve at half-maximal effect; nearly all actives have a fitted effect of over 80% in size; some results filed as inactive show a strong effect at the top dose
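Activators of BRCA1 expression were detected as increased firefly luciferase luminescence in engineered MCF7 cells after 48 h compound incubation. Signals were scaled to genistein 10 microM as full activation.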
NPC1 prom act – activates the NPC1 promoter. Huh7 NPC1 promoter luciferase reporter, 24 h. Potency, µM (titrated, usually from 9.22 µM), inactives show top-dose activation, hits mostly activators. actives 2.4% (n = 320,000);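 also: potency is read from the fitted curve at half-maximal effect; % of control where 0% means no effect; nearly all actives have a fitted effect of over 60% in size; reporter is driven by a mutant NPC1 promoter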
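Stably transfected Huh7 (NPC1 promoter→luciferase), 1500 cells/well in Opti-MEM + 10% FBS, 2 h settle, then compound 24 h at 37 °C. Luminescence after 10 min with Amplite reagent.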
VP16 counter – Gal4-VP16 reporter inhibition counter-screen | AID 2546 | Drosophila S2 Gal4-VP16 UAS-luciferase, luminescence, 20 h | Potency, µM (top dose mostly 53.6 µM), inactives show at the top dose activity, negative = inhibition, most hits filed as inhibitors | actives 3.5% (n = 310,000);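 also: Gal4-VP16 expression switched on by copper sulfate through the metallothionein promoter; potency is read from the fitted curve at half-maximal effect; % is scaled to controls: 0 for no effect and ±100 for the full control effect; nearly all actives have a fitted effect of over 50% in size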
p53 reactivator – re-activators of mutant p53; Potency, µM (top dose mostly 92.2 µM), for the others: at the top dose activity change, positive = activation, actives largely listed as activators; H1299 p53-A138V BP100-luciferase reporter, luminescence, 24 h; actives 0.063% (n = 320,000); also: potency is read from the fitted curve at half-maximal effect; % of control where 0% means no effect; nearly all actives have a fitted effect of over 45% in size
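p53-null H1299 cells stably carrying temperature-sensitive p53-A138V and a BP100-luciferase reporter were pinned with compounds (4-point, 1:5 series) and held 24 hrs at 37 deg C. Luminescence was read 10 min after detection reagent.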
ELG1 genotox – inducers of genotoxicity in HEK293T ELG1-luciferase cells. HEK293T ELG1-luciferase reporter, luminescence, 16 h. Potency, µM (top dose mostly 46 µM), inactives show at the highest dose activity change, positive = activation, usual class: activators. actives 1.3% (n = 330,000); also: potency is read from the fitted curve at half-maximal effect; % of control where 0% means no effect; nearly all actives have a fitted effect of over 60% in size
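HEK293T cells expressing luciferase-tagged ELG1 were treated with compound or DMSO for 16 hr at 37°C. Luciferase activity was then read after 30 min with ONE-Glo at room temperature; rising signal flags genetic stress.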
RORg inh – blocks mouse ROR gamma transcriptional activity; P51450; Drosophila S2 Gal4-RORgamma UAS-luciferase reporter, 20 h; Potency, µM (series often up to 53.6 µM), inactives show top-dose activity change, negative = inhibition, most hits filed as inhibitors; actives 5.4% (n = 310,000); also: potency is read from the fitted curve at half-maximal effect; % is scaled to controls: 0 for no effect and ±100 for the full control effect; nearly all actives have a fitted effect of over 60% in size
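A Gal4/UAS one-hybrid system in insect cells: metallothionein-promoter Gal4–ROR gamma fusion plus Photinus luciferase reporter. Copper sulfate 700 uM final, 20 hr ambient incubation, luminescent detection after 10 min with reagent.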
PKM2 activator – activators of human pyruvate kinase M2; P14618; purified PKM2, Kinase-Glo ATP luminescence, activation; response scale: 0% is enzyme alone, no compound; Potency, µM (titrated, usually from 57.5 µM), inactives show at the top dose activation, actives largely listed as activators; actives 0.34% (n = 260,000); AID 1631; also: potency is read from the fitted curve at half-maximal effect; % is scaled to controls: 0 for no effect and ±100 for the full control effect; nearly all actives have a fitted effect of over 55% in size
Target sequence (P14618 whole entry, looked up): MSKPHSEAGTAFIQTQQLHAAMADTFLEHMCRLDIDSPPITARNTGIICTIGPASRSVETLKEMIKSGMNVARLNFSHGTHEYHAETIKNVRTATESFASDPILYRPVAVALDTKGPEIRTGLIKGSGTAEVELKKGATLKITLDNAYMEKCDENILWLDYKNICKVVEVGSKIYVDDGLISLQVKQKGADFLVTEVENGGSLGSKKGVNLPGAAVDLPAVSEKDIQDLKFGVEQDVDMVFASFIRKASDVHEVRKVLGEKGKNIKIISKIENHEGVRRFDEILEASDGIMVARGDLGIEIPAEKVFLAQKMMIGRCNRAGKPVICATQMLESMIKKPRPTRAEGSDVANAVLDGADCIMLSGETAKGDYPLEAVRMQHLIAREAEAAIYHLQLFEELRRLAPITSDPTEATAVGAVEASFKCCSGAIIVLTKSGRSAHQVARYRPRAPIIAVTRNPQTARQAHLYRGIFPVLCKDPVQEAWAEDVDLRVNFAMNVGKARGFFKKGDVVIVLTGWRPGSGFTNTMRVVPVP
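Kinase-Glo luminescence reports ATP generated from ADP (0.1 mM) and PEP (0.5 mM) by purified hPK-M2 after 1 h at room temperature, pH 7.2 imidazole buffer; intermediate enzyme activity allows detecting inhibitors and activators.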
Giardia kill – kills Giardia lamblia; Giardia lamblia trophozoite viability; AID 540267; actives 0.15% (n = 340,000); activity change, % at 7.66 µM, hits read low; in the data active = activity change below about -80%; inconclusive = between about -30% and that limit;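 also: parasites exposed to compound for two days anaerobically before the ATP read; % is scaled to controls: 0 for no effect and ±100 for the full control effect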
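Anaerobic 48 hrs incubation at 37 deg C of 100 trophozoites/well with test compounds; ATPLite 1-Step luminescence, 15-30 min RT, reports cellular ATP as viability.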
* marks the source's active call; other numbers are inactive results; ? = inconclusive; nt = not tested or not shown; & = joins results of further samples; [ ] = remark or other dose. Unless noted, calls follow the shape of the dose curve; as a rule, active = well fitted curve in the direction sought with a large enough effect; inconclusive = small, poorly fitted or top-dose-only effect, or another doubt; inactive = no such curve, though single readings can be large; an effect the other way counts as inactive or inconclusive.

SMILES	Menin-MLL TR inh	Rab9 promoter act	FLuc modulator	BRCA1 expr up	NPC1 prom act	VP16 counter	p53 reactivator	ELG1 genotox	RORg inh	PKM2 activator	Giardia kill
NS(=O)(=O)c1ccc(CCNC(=O)C2CCCCN2S(=O)(=O)c2ccccc2)cc1 (configuration not stated)	-18%	11%	4%	1%	0%	3%	9%	-1%	-5%	-6%	4
O=C(C1CCCO1)N1N=C(c2ccc(Br)cc2)CC1c1ccco1 (configuration not stated)	-8%	-1%	-13%	-23%	16%	2%	-3%	-1%	?	3%	-10
O=C(O)C1C2C=CC(C2)C1C(=O)NCCC1=CCCCC1 (configuration not stated)	-1%	4%	1%	-13%	0%	1%	10%	2%	-3%	-4%	28
CCN(CC)S(=O)(=O)c1cccc(NC(=O)COC(=O)c2ccc(Br)o2)c1	19%	4%	-9%	14%	-3%	-8%	2%	8%	-10%	-1%	-23
CCOc1ccc(N2C(=O)C3C(c4ccc(O)cc4)NC(CCSC)(C(=O)OC)C3C2=O)cc1 (configuration not stated)	19%	-18%	-13%	0%	-1%	-5%	-3%	-5%	8%	4%	-3
COc1ccc(F)c(-c2nc(CN3CCC(c4ccccc4)CC3)c(C)o2)c1	4%	-4%	-3%	17%	-2%	-5%	10%	-7%	-3%	2%	?
CC(C)n1c(NCc2cccs2)nc2ccccc21	-24%	-4%	0%	-7%	0%	2%	-3%	-1%	6%	-4%	10
COc1ccc(/C=N/NC(=O)c2ccc(O)cc2)cc1CN1CCCc2ccccc21	?	-1%	-8%	-43%	0%	-5%	-11%	?	-13%	12%	?
CCC(=O)N1CCN(c2ccc(Cl)cc2NC(=O)c2cccc([N+](=O)[O-])c2)CC1	-3%	-6%	1%	0%	-4%	-3%	0%	-1%	-15%	13%	-11
COc1ccc(N2CCN(c3nc4ccccn4c(=O)c3C=O)CC2)cc1	-17%	2%	2%	56%	8%	-9%	6%	0%	8%[10 µM]	-13%	-7
Cc1cc(C)nc(N(C#N)S(=O)(=O)c2ccc(Br)cc2)n1	-9%	-4%	4%	nt	-1%	-1%	-1%	3%	-18%	0%	nt
COc1ccc(N2CCN(C(=O)c3ccc4nc(N5CCCCC5)sc4c3)CC2)cc1	1%	16%	?	78%	15%	-14%	9%	23µM*	-12%	-2%	24
O=C(NC12CC3CC(CC(C3)C1)C2)c1cncc(Br)c1	-1%	3%	?	1%	2%	-9%	0%	-24%	21%	-9%	10
COc1ccc(Br)c(C(=O)Nn2c(C)nc3ccccc3c2=O)c1	-18%	2%	1%	-1%	-6%	-5%	3%	-5%	13%	-1%	-10
Cc1cc(C(=O)N2CCCC(N3CCN(c4cccc(Cl)c4)CC3)C2)nc(C)n1 (configuration not stated)	nt	-3%	4%	-26%	-1%	1%	-9%	10%	12%	9%	9
O=C1c2ccccc2C(Nc2ccccc2)N1c1cccnc1 (configuration not stated)	-3%	3%	0%	-16%	1%	-3%	-3%	4%	14%	6%	-6
CCCc1[nH]nc2c1C(c1ccccc1OC)C(C#N)=C(N)O2 (configuration not stated)	-1%	-1%	-1%	0%	-2%	9%	-1%	-1%	18%	5%	-4
COc1ccc(NS(=O)(=O)c2cc(NC(=O)c3ccc(C)s3)ccc2N2CCOCC2)cc1	nt	11%	1%	-40%	1%	-6%	-5%	-4%	16%	0%	-8
c1ccn2c(c1)nc1c2nc2ccccn21	0%	21%	17µM*	?	?	-14%	24%	?	3%	-14%	-3
CC1(C2CC2)NC(=O)N(CC(=O)Nc2ccc(Cl)c([N+](=O)[O-])c2)C1=O (configuration not stated)	nt	-4%	nt	-14%	0%	nt	5%	1%	nt	nt	0
O=C1OCC2=C1C(c1ccccc1)CC(=O)N2c1cccc(F)c1 (configuration not stated)	6%	6%	-1%	-18%	-5%	-13%	0%	-2%	-1%	-1%	7
O=C(Nc1cccnc1)c1ccc(-c2ccccc2)cc1	8%	?	2.4µM*	21%	?	2%	6%	?	22%	-4%	5
COCCNC(=O)C1CCC(CNS(=O)(=O)c2c(C)cc(C)cc2C)CC1 (configuration not stated)	?	-4%	-3%	2%	-2%	-3%	-8%	-2%	-3%	nt	-19
Cc1nc2nc[nH]n2c(=O)c1NS(C)(=O)=O	0%	8%	-1%	7%	1%	-8%	8%	-2%	-10%	5%	-4
CCOC(=O)c1c(CC(C)C)csc1NC(=O)CCl	-8%	2%	-1%	-68%	-1%	?	-1%	3%	-86%	13%	-6
Cc1cccc(C(=O)N2N=C(c3ccc(NS(C)(=O)=O)cc3)CC2c2cccs2)c1 (configuration not stated)	?	0%	1%	-30%	-1%	-2%	-2%	-11%	0%	nt	-18
CCC(=O)N1CCc2cc(Br)cc(S(=O)(=O)NCc3ccccc3OC)c21	-5%	0%	-2%	-34%	-3%	7%	-4%	-7%	-16%	7%	17
COc1ccc2c(c1)O[C@@H](c1cccc(C(F)(F)F)c1)[C@H](OC(=O)Nc1ccc(OC(F)F)cc1)C2=O	43%&5%[activator]	1%	-13%	-44%	-4%	0%&1%	2%	0%	-8%&33%	-1%	2
O=C(CCOc1ccccc1)Nc1ccc(Cl)c(S(=O)(=O)N2CCOCC2)c1	nt	-6%	3%	-4%	-5%	nt	18%	-4%	nt	nt	-7
Cn1cc(S(=O)(=O)N2CCN(c3cccc(C(F)(F)F)c3)CC2)c(=O)n(C)c1=O	4%[11.7 µM]	-2%	0%	2%	0%	10%	-9%	-5%	7%	-4%	5
CCN(CC1CCCO1)C(=O)CCc1nnc(CCc2ccccc2OC)o1 (configuration not stated)	nt	-1%	-1%	-7%	2%	13%	24%	9%	11%	0%	5
Nc1ccc(C(=O)NCCCCCCNC(=O)c2ccc(N)cc2)cc1	-17%	1%	-6%	-2%	11%	-6%	6%	2%	24%	nt	2
CCCCCc1c(O)nc(SCCN(CC)CC)[nH]c1=O	11%	27%	-1%	-4%	-2%	-14%	6%	0%	-16%	-1%	-14
Cc1ccccc1NC(=O)CON=C(N)c1ccccc1	nt	-3%	0%	2%	0%	nt	-10%	0%	nt	nt	9
CCOC(=O)c1cc(-c2ccccc2)n(CC2CC(c3ccc(OC)cc3)=NO2)n1 (configuration not stated)	-10%	-4%	-1%	-15%	-5%	?	5%	-10%	29%	3%	?
CCOc1ccc(S(=O)(=O)NCCC2=CCCCC2)c2ccccc12	0%	-15%	-1%	-36%	1%	?	13%	-7%	-2%	4%	0
CCn1c(CCc2ccccc2)nnc1SCC(N)=O	3%	3%	-2%	-26%	2%	nt	nt	1%	nt	9%	3
CC(C)C(NC(=O)c1ccccc1F)C(=O)NCc1ccc(S(=O)(=O)N2CCOCC2)cc1 (configuration not stated)	nt	1%	-1%	13%	-5%	nt	-11%	0%	nt	nt	-12
CCCn1nc(C(=O)Nc2nc(-c3ccccn3)cs2)c2ccccc2c1=O	nt	-8%	-12%	-54%	-2%	nt	11%	8%	nt	nt	-23
COc1ccc(CCC(=O)Nc2nc3ccccc3[nH]2)cc1OC	-2%	12%	1%	66%	8%	9%	-3%	11%	0%	-2%	8

Among those listed so far, these have a furan ring, fused or not:
SMILES	Menin-MLL TR inh	Rab9 promoter act	FLuc modulator	BRCA1 expr up	NPC1 prom act	VP16 counter	p53 reactivator	ELG1 genotox	RORg inh	PKM2 activator	Giardia kill
O=C(C1CCCO1)N1N=C(c2ccc(Br)cc2)CC1c1ccco1 (configuration not stated)	-8%	-1%	-13%	-23%	16%	2%	-3%	-1%	?	3%	-10
CCN(CC)S(=O)(=O)c1cccc(NC(=O)COC(=O)c2ccc(Br)o2)c1	19%	4%	-9%	14%	-3%	-8%	2%	8%	-10%	-1%	-23

(listing goes on)
SMILES	Menin-MLL TR inh	Rab9 promoter act	FLuc modulator	BRCA1 expr up	NPC1 prom act	VP16 counter	p53 reactivator	ELG1 genotox	RORg inh	PKM2 activator	Giardia kill
Cc1ccc(NC(=O)CN2C(=O)S/C(=C/c3ccncc3)C2=O)cc1	nt	-3%	-1%	-14%	-2%	-12%	3%	-2%	13%	5%	2
CCN1CCN(CCC(=O)Nc2ccc(Br)cc2)CC1	-16%	-4%	-2%	5%	1%	3%	1%	4%	13%	-4%	-8
CCOC(=O)C1=C(C)N(C)C(=O)NC1c1c(O)ccc2ccccc12 (configuration not stated)	?	-3%	5%	-25%	4%	7%	-4%	0%	16%	nt	-18
CN(C(=O)CS(=O)(=O)c1cn(CC(=O)N2CCCCC2)c2ccccc12)c1ccccc1	nt	-6%	-2%	-4%	-3%	1%	0%	0%	7%	-5%	-23
Cc1ccc(N2CC(C(=O)N/N=C/c3c(F)cccc3Cl)CC2=O)cc1 (configuration not stated)	-25%	1%	0%	-6%	-1%	-3%	?	3%	-2%	1%	-3

An excerpt. The share of hits here may be higher or lower than overall.
